Bioassay records (PubChem BioAssay)
ABCG2 inh: inhibitors of human ABCG2 transporter, ABCB1 counter-screen | hit rate 0.1% among 190,000 | Q9UNQ0 | IgMXP3 cells, JC-1 efflux, flow cytometry | inhibition, % at 6.6 µM;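 active = inhibition above 80%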;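 also: 0% = DMSO and 100% = nicardipine control wells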
Target sequence (Q9UNQ0 whole entry, looked up): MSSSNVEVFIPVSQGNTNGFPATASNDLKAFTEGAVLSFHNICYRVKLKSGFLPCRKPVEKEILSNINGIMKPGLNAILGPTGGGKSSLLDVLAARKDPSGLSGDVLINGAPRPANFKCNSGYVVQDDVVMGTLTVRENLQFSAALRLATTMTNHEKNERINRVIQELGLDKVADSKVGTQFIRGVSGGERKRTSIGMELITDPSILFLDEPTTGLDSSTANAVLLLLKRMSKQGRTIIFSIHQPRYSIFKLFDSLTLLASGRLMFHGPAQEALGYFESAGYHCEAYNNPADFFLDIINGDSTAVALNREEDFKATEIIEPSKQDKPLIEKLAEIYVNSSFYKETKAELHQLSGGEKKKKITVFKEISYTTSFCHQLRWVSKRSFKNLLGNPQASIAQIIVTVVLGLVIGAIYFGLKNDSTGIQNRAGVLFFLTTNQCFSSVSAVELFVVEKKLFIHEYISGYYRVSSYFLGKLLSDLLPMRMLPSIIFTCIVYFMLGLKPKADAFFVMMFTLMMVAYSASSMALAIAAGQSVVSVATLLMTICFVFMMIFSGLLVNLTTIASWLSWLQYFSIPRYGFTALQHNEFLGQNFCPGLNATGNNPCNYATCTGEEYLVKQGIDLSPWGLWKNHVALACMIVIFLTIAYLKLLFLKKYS
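Times: 10 min at 25 °C | Test system: Two drug-resistant human cell lines, ABCG2 and ABCB1 | Quantity: 3 million cells/mL final, two lines in 1:1 ratio | Signal: Flow cytometry, 530 nm JC-1 signal | Dosing: Compound at 6.6 µM | Controls: Nicardipine and DMSO wells | Reagent: JC-1 as fluorescent efflux pump substrate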
Mcl1-Noxa inh: disrupts binding of human Mcl-1 to Noxa peptide. AID 1022. TR-FRET Mcl-1/Noxa peptide binding, 2 h. inhibition, % at 21.7 µM. hit rate 1.5% among 220,000;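 active = compounds that cut the protein-peptide binding signal by more than 50% relative to plate controls in a single-dose test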;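 also: His-tagged Mcl-1 with rhodamine Noxa BH3 peptide and terbium anti-His antibody; 0% = Mcl-1 plus Noxa peptide wells and 100% = peptide-only wells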
Target sequence (Q07820 whole entry, looked up): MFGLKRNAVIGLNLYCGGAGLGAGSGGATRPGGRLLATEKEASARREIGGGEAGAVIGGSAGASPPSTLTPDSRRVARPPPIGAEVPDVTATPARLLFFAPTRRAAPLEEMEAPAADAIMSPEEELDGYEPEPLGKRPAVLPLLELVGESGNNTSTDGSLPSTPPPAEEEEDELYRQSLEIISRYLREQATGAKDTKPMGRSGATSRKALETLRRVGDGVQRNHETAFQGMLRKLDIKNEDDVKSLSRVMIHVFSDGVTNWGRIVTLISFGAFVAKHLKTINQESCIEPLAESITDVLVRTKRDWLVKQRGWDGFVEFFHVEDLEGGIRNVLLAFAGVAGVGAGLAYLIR
Rab7 wt GTP bind: modulators of GTP binding to dog Rab7 wildtype GTPase | GST-Rab7 beads, fluorescent GTP binding, flow cytometry; actives lie on both sides; untreated = 100%, excess cold GTP = 0% | GTP binding activity (percent of control), % at 10 µM | hit rate 0.055% among 190,000 | AID 758;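 active = fluorescent GTP binding to Rab7 beads changed by at least 20 points from the 100% baseline, either direction, mostly lower; inconclusive = compound itself probably fluorescent, or too few beads counted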;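 also: median green fluorescence of bound Bodipy-FL-GTP per Rab7 bead population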
Pf gametocyte: kills late stage P. falciparum gametocytes; hit rate 0.065% among 150,000; inhibition, % at 10.9 µM; P. falciparum stage V gametocytes, ATP luminescence, 24 h;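 active = inhibition above the mean plus 3 SD of compounds within the control limits, set per campaign, cut at about 38% in these data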;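 also: 0% = DMSO wells and 100% = medium only without gametocytes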
HRas wt GTP: changes GTP binding to wildtype human HRas; GST-Ras wt beads, Bodipy-FL-GTP binding, flow cytometry; actives lie on both sides; GTP binding activity, % at 10 µM; hit rate 0.14% among 190,000; AID 759;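 active = GTP binding activity at least 20% away from the 100% baseline, either lowered as inhibitor or raised as activator; inconclusive = flagged as likely green fluorescent, judged across all proteins in the well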;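 also: 0% = unlabeled GTP competition control and 100% = no-compound control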
Rac1 wt GTP bind: alters GTP binding to wildtype human Rac1; P63000; GST-Rac1 beads, fluorescent GTP binding, flow cytometry; actives lie on both sides; 0 = cold GTP competed, 100 = untreated; GTP binding activity (% of control), % at 10 µM; hit rate 0.27% among 190,000; AID 757;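 active = GTP binding activity at least 20 points away from the 100% control level, either lower or higher; inconclusive = compound flagged as likely green fluorescent, judged across all proteins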
ABCB1 inh: human ABCB1 inhibition, ABCG2 as counter-screen | P08183 | hit rate 0.067% among 190,000 | CCRF-Adr cells, JC-1 efflux, flow cytometry | inhibition, % at 6.6 µM; in the data active = inhibition above about 40%;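 also: 0% = vehicle and 100% = reference inhibitor; higher value means more JC-1 retained so stronger ABCB1 efflux block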
Rac1 act GTP bind: human Rac1 activated mutant GTP binding change | GST-Rac1 activated beads, fluorescent GTP binding, flow cytometry; actives lie on both sides; 100% means binding = to untreated wells | P63000 | percent activity (GTP binding), % at 10 µM | hit rate 0.11% among 190,000;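 active = GTP binding at least 20 percentage points away from the 100% baseline, in either direction, so actives lie on both sides; inconclusive = Compound likely fluorescent itself, or too few beads counted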
Cdc42 wt GTP: modulators (inhibitors or activators) of GTP binding to human Cdc42 wildtype | P60953 | GST-Cdc42 beads, Bodipy-GTP binding, flow cytometry; actives lie on both sides | percent activity (GTP binding), % at 10 µM | hit rate 0.2% among 190,000 | AID 761;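 active = percent activity GTP binding at least 20 points away from the 100% baseline, either down as inhibitor or up as activator; inconclusive = compound flagged as likely green fluorescent from well-wide comparison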;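 also: median bead fluorescence of bound Bodipy-FL-GTP at 100 nM; 0% = excess unlabeled GTP control and 100% = no compound control; below 100% means less GTP binding so inhibitor and above means activator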
Rab2 wt GTP: changes GTP binding to wildtype dog Rab2A, up or down; GST-Rab2 wt beads, Bodipy-GTP binding, flow cytometry; GTP binding activity, % at 10 µM; hit rate 0.19% among 190,000;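 active = GTP binding activity at least 20 points away from 100%, either lowered or raised; inconclusive = signal likely due to the compound's own green fluorescence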;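 also: 0% = beads with excess unlabeled GTP and 100% = no-compound control corrected for plate trend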
Avidin fluor: avidin bead compound fluorescence profile; Avidin beads, compound fluorescence 488/530 nm, flow cytometry; active compounds read high; fluorescence (KMESF) at 10 µM; hit rate 0.38% among 220,000; in the data active = fluorescence above about 47; also: inactives centre near 10
* marks the source's active call; other numbers are inactive results; ? = inconclusive; . = no result given.

SMILES	ABCG2 inh	Mcl1-Noxa inh	Rab7 wt GTP bind	Pf gametocyte	HRas wt GTP	Rac1 wt GTP bind	ABCB1 inh	Rac1 act GTP bind	Cdc42 wt GTP	Rab2 wt GTP	Avidin fluor
C=CCN1C=C/C(=C\C=C(C#N)C#N)c2ccccc21	-7	22	98	-4	96	99	-0.4	96	92	97	16
CCCCOc1ccc(C(NC(=O)OCC)NC(=O)OCC)cc1	6	11	96	.	98	102	0.7	99	99	96	4
COc1cc2nc(CN3CCC(Cc4ccccc4)CC3)[nH]c(=O)c2cc1OC	6	2	98	-9	99	94	1.7	94	95	96	23
COc1cc2c(C#N)c(N3CCN(C)CC3)nc(N)c2c(N)n1	4	40	96	-5	97	101	0.7	99	99	96	30
CC1(C)CC(O)C(C(O)c2cccc([N+](=O)[O-])c2)C(C)(C)N1 (stereo not given)	0	-3	?	-5	?	?	0.2	?	?	?	11
CSc1nnc(CNC(=O)C23CC4CC(CC(C4)C2)C3)n1Cc1ccccc1	1	24	98	.	99	102	0.9	97	97	100	12
N#CCCN(C(=O)CO/N=C/c1cccc([N+](=O)[O-])c1)c1ccccc1	28	11	99	9	98	108	-0.1	99	102	101	11
COc1ccc(CC(=O)NNc2ncnc3c2cnn3-c2ccc(C)cc2)cc1OC	4	1	95	10	100	102	-0.3	98	103	99	2
Cc1ccc(S(=O)(=O)NNC(=O)CCC(=O)Nc2ccccc2)cc1	0	9	95	.	96	95	-0.1	94	96	96	20
Cc1ccc(C=NCc2ccncc2)c(O)c1	1	18	?	.	?	?	0.2	?	?	?	6
O=C(Cn1nnc(-c2ccc(OCc3ccccc3F)cc2)n1)N1CCOCC1	1	2	100	.	104	106	0.4	99	103	102	7
O=C(/C=C/c1ccccc1)NCCSCc1ccccc1Cl	4	8	95	.	97	92	0.9	92	96	94	33
CN(C(=O)Cn1cccc1C1=NC(c2ccccc2)CO1)c1ccccc1 (stereo not given)	1	14	100	9	99	101	0.8	99	97	100	23
Cn1c(N)c(C(=O)COC(=O)CCOc2ccc(C(C)(C)C)cc2)c(=O)n(C)c1=O	-1	-6	87	11	89	90	-0.8	88	92	90	9
O=C(/C=C/c1ccccc1)Nc1ccc2c(c1)OCCO2	2	4	102	-8	96	97	-0.2	95	93	99	9
O=C(NC1CC1)C1CC(=O)N(C2CCCCC2)C1 (stereo not given)	1	15	99	1	103	104	0.6	99	103	102	7
Cc1nnsc1NC(=O)OCc1ccc(C(F)(F)F)cc1	33	-2	104	.	103	104	0.9	99	100	103	9
CC(=O)N1CCN(c2ccc(NC(=O)c3ccc(C(C)(C)C)cc3)cc2)CC1	2	-8	101	-10	101	101	0.1	98	98	101	10
Cc1c(NC(=O)c2cnn3c2NC(c2ccccc2)CC3C(F)(F)F)c(=O)n(-c2ccccc2)n1C (stereo not given)	1	-4	100	.	102	102	0.1	98	103	101	5
O=C(NC(=S)NCC1CCCO1)c1cccs1 (stereo not given)	-7	8	99	.	103	103	-1.1	101	102	101	12
CC1=Nc2cc(C(=O)NCCCOC(C)C)ccc2Sc2ccc(C)cc21	2	-5	106	6	99	100	0.6	95	97	99	8
Cc1cccc(NC(=O)CC2C(=O)NCCN2C(=S)Nc2ccccc2)c1 (stereo not given)	1	-13	101	.	106	107	0.3	102	107	105	39
O=C(CCCCCN1C(=O)c2ccccc2C1=O)NCc1ccccn1	17	12	98	.	105	103	1.6	101	108	106	6
Cc1ccc(S(=O)(=O)NC(C)C(c2cccs2)N2CCN(c3ccccc3)CC2)cc1 (stereo not given)	1	2	98	.	99	103	0.5	100	100	101	5
Cc1ccc(C)c(C(=O)COc2ncnc3ccccc23)c1	1	11	99	9	98	98	0.6	95	98	96	25
Further structures follow.
SMILES	ABCG2 inh	Mcl1-Noxa inh	Rab7 wt GTP bind	Pf gametocyte	HRas wt GTP	Rac1 wt GTP bind	ABCB1 inh	Rac1 act GTP bind	Cdc42 wt GTP	Rab2 wt GTP	Avidin fluor
Cc1csc(/C(=N\O)c2csc(C)n2)n1	4	3	94	6	94	103	-0.2	96	100	94	18
CCOc1ccccc1NC(=O)NC1(C(=O)N2CCN3CCCC3C2)CCCCC1 (stereo not given)	1	-11	99	.	104	106	0.5	102	107	101	39
CCC(c1nnnn1C1CCCC1)N1CCN(Cc2ccccc2)CC1 (stereo not given)	-7	38	104	17	100	104	0.0	99	98	99	8
CN(CC(=O)OCC(=O)c1c(N)n(C)c(=O)n(C)c1=O)S(=O)(=O)c1ccc(Cl)cc1	18	16	98	2	97	102	-2.2	99	99	99	19
CN(c1ccccc1C(=O)Nc1cccc(C(F)(F)F)c1)S(C)(=O)=O	7	-12	104	-7	102	104	0.7	98	101	100	13
COc1ccc2c(C)nc(Nc3nc(C)c(C)c(=O)[nH]3)nc2c1	53	-6	93	8	95	98	2.1	99	99	96	14
CC(=O)c1ccc(NS(=O)(=O)c2cccc(C)c2)cc1	11	20	101	10	100	101	-0.4	99	100	102	15
COc1ccccc1N1CCN(C(=O)C2C3C=CC4(CN(Cc5ccccc5Cl)C(=O)C24)O3)CC1 (stereo not given)	1	-110	99	.	100	101	0.3	100	102	101	22
NC(=O)C1CCN(C2OC(=O)c3ccccc32)CC1 (stereo not given)	-5	10	99	.	99	106	-0.4	99	104	101	13
CCc1ccc(N(C(=O)c2csnn2)C(C(=O)NC(C)(C)C)c2ccncc2)cc1 (stereo not given)	-1	-5	99	.	100	103	-0.2	100	103	100	34
COCc1nnc(NC(=O)c2sc3ccccc3c2Cl)s1	1	20	103	-31	104	104	0.1	98	102	103	36
CCOC(=O)c1c(-c2ccc(OC)cc2)csc1NC(=O)CCN1CCOCC1	9	27	96	-7	96	98	0.8	95	94	95	11
Cc1ccc(N=C2NC(=O)/C(=C/c3cccs3)S2)cc1C	2	22	98	0	97	97	0.6	95	94	96	17
Cc1oc(-c2ccccc2F)nc1CN1CCC(C(=O)NC2CCCCCCC2)CC1	2	14	95	.	102	100	0.7	100	103	102	14
O=C(COC(=O)c1cccnc1Cl)c1ccc(Cl)cc1Cl	2	3	99	15	95	98	0.1	94	97	97	3
CCOc1ccc(C2C=C(c3ccc(F)cc3)Nc3ncnn32)cc1 (stereo not given)	-6	-11	95	.	98	104	-3.3	102	105	98	10
CS(=O)(=O)N(CC(=O)NCC1CCCO1)c1cc(Cl)ccc1Cl (stereo not given)	0	7	100	.	101	105	-0.1	100	105	103	23
CN(C(=O)CSc1nnc(Cc2ccccc2F)n1N)C1CCS(=O)(=O)C1 (stereo not given)	2	9	96	.	102	107	0.4	104	106	100	7
Cc1nn(C)c(C(=O)Nc2ccc(Cl)c([N+](=O)[O-])c2)c1Cl	2	0	103	-4	101	104	-0.1	98	100	96	3
Cc1ccc(-c2csc3nc(CSc4nnc(-c5ccc(Cl)cc5)n4C)[nH]c(=O)c23)cc1	11	13	95	.	96	101	0.9	97	99	97	6
N#Cc1nc(COc2cccc(Cl)c2)oc1NCc1ccco1	4	27	96	.	96	96	0.3	94	100	99	5
CCN1CCN(S(=O)(=O)c2ccc3[nH]c(=O)oc3c2)CC1	-1	-8	98	.	100	102	-2.0	99	101	101	31
CCO/C=C/C(=O)N(C)CCC#N	5	16	94	-13	102	99	0.7	98	104	102	13
CCN(CC)c1ccc(CNc2nc3ccccc3n2CCN2CCCCC2)cc1	8	42	95	21	96	102	3.0	93	94	96	9
CCOc1ccc(S(=O)(=O)N2CCN(c3ccccc3OC)CC2)c2cccnc12	0	5	95	-24	96	94	0.7	92	95	94	10
More structures:
SMILES	ABCG2 inh	Mcl1-Noxa inh	Rab7 wt GTP bind	Pf gametocyte	HRas wt GTP	Rac1 wt GTP bind	ABCB1 inh	Rac1 act GTP bind	Cdc42 wt GTP	Rab2 wt GTP	Avidin fluor
CC(C)c1ccc(NC(=O)C2CC(=O)N=C(N)S2)cc1 (stereo not given)	18	10	102	.	100	101	-1.0	100	100	99	13
CC1(C)CC(=O)C2=C(C1)Nc1cc(C(=O)c3ccccc3)ccc1NC2c1ccccn1 (stereo not given)	2	29	99	-2	101	109	1.1	101	97	99	2
CC(C)(C)n1nnnc1CN1CCSCC1	1	26	95	-1	96	102	0.5	96	100	98	1
CCSc1nnc(NC(=O)CSc2nnc(CNC(=O)c3ccc(OC)cc3)o2)s1	-6	6	98	23	98	103	-0.6	99	99	98	14
COc1ccc(C2C(C(=O)N3CCCCC3)CC(=O)N2c2ccc(OC)cc2)cc1 (stereo not given)	-5	-9	99	.	101	107	0.1	99	99	98	19
Cc1ccc(OCc2ccc(C(=O)Nc3nc4ccccc4n3Cc3ccccc3)o2)c([N+](=O)[O-])c1	-1	28	110	.	108	117	-0.1	107	110	113	9
CCOC(=O)c1cccc(NC(=O)CSc2nc3ccccc3c(=O)n2CCOC)c1	55	-5	98	12	98	102	4.9	97	97	95	0
O=C(Nc1ccc(O)cc1)c1cc(S(=O)(=O)N2CCCC2)ccc1Cl	35	-6	97	-18	101	104	1.1	100	103	100	30
Cc1nn(CC(=O)O)c(C)c1[N+](=O)[O-]	0	12	105	4	100	102	-0.2	95	98	99	10
C=CCSc1nnc2c(n1)OC=Nc1ccc(Br)cc1-2	3	6	102	.	101	104	0.0	99	101	100	17
Cc1ccc(C(OC(=O)c2ccco2)C(=O)NCc2cccs2)cc1 (stereo not given)	2	-5	103	-18	97	98	0.7	97	97	99	15
Cc1ccc(S(=O)(=O)N2CCCC(NC(=O)N3CCN(c4ccccc4)CC3)C2)cc1 (stereo not given)	3	-3	95	-4	97	99	1.2	99	98	97	16
COc1ccc(-n2cnnc2SCC(=O)NCc2cccs2)cc1	5	6	101	.	105	106	1.0	103	108	104	35
O=C(CC(c1ccc(F)cc1)c1ccco1)N1CCOCC1 (stereo not given)	5	-10	97	-14	97	98	1.4	99	96	96	8
CCCCC(C(=O)NC(=O)NCc1ccccc1)N1C(=O)c2ccccc2C1=O (stereo not given)	9	.	97	.	96	93	2.0	93	98	95	10
CCSC(=O)N(CC)CC(=O)Nc1c(CC)cccc1CC	3	18	99	.	104	103	1.4	101	107	103	30
COC(=O)[C@H](Cc1ccccc1)NC(=O)Nc1ccc(S(N)(=O)=O)cc1	1	16	92	.	95	95	0.7	98	97	97	4
CC(=O)Nc1ccc(S(=O)(=O)NC2(C(F)(F)F)N=C(c3ccccc3)NC2=O)cc1 (stereo not given)	3	24	100	.	101	98	0.7	98	101	99	3
CCCCOc1ccc(-c2nc(SCC(N)=O)n[nH]2)cc1	1	-1	96	-6	99	101	0.0	97	98	99	9
